Eya2 inh – Eya2 (human) phosphatase inhibition. Potency, µM (doses to about 76.9 µM), for inactives: top-dose activity, negative = inhibition, actives largely listed as inhibitors. recombinant Eya2, OMFP fluorescence dephosphorylation (OMFP is methylfluorescein phosphate). AID 488837. O00167. actives 0.006% (n = 330,000); also: potency is read from the fitted curve at half-maximal effect; % is scaled to controls: 0 for no effect and ±100 for the full control effect
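Eya2 (0.2 uM) preincubated 10 min at ambient with compound, then OMFP substrate added at 50 uM; 10 min reaction in 50 mM HEPES pH 7.5, 50 mM NaCl, 5 uM MgCl2, 0.05% BSA, 1 mM DTT. Fluorescence read at Ex 485/Em 525 nm.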
Chronic BCR inh – inhibitors of chronic active B-cell receptor signaling; Potency, µM (highest dose often 46.1 µM), for the others: at the top dose ratio change, negative = lower green/red ratio, usual class: inhibitors; ABC-DLBCL IkBa-CBG/CBR reporter, luminescence ratio, 4 h; actives 0.05% (n = 340,000); active = well fitted inhibition curve with a large enough effect in the signal ratio, with a control signal flat, not every such curve was filed as active; inconclusive = small, poorly fitted or top-dose-only effect, or effect the other way, or a change in a side signal; the % refers to the signal ratio;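 also: potency is read from the fitted curve at half-maximal effect; plate controls were basal doxycycline-induced cells for no effect and cells given 10 µM MG132 for full effect; MG132 reads +100%, hits lower the ratio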
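Concentration-response series (up to 46 uM) were applied to TMD8 dual-reporter cells for 4 h at 37C with doxycycline. Green/red ratio, after filter-overlap correction, defined %Activity; red signal alone was normalised to basal cells and zero luminescence.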
TSHR antag – antagonists of human thyroid stimulating hormone receptor; TSHR-expressing cells, TSH-stimulated cAMP HTRF, 2 h; hits give low values; activity change, negative = inhibition, % at 11.5 µM; AID 504810; actives 0.2% (n = 330,000); P16473;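 active = activity change below a set negative limit, meaning inhibition stronger than a set level, cut at about -70% in these data; inconclusive = activity change between two set negative limits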; also: % is scaled to controls: 0 for no effect and ±100 for the full control effect
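TSHR-expressing cells, 200/well, pre-treated with compound, then stimulated with EC80 TSH (4nM final) for 2 hours at 37 deg C. cAMP measured by competitive HTRF: anti-cAMP cryptate antibody in lysis buffer plus cAMP-d2, read after 30 minutes at room temperature.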
USP2a inh – USP2a (human) protease inhibition; O75604; USP2 core, Ub-CHOP2 coupled fluorogenic reporter, 485/531; Potency, µM (top dose mostly 38.3 µM), for the others: at the highest dose activity change, negative = inhibition, hits mostly inhibitors; actives 0.01% (n = 330,000); AID 463254;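 also: potency is read from the fitted curve at half-maximal effect; plate controls were DMSO wells for no effect and full inhibition by NEM control for full effect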
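Cell-free coupled assay: 10nM USP2 core preincubated 30min RT with compound in Tris-HCl pH 8.0/CaCl2/CHAPS buffer, then 25nM Ub-CHOP2 and 25nM reporter substrate; fluorescence (Ex 485/Em 531) read after 60min RT, normalized to NEM inhibition, concentration-response curves fitted.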
GALK inhibitor – inhibitors of human galactokinase; Potency, µM (top dose mostly 57.5 µM), inactives show top-dose activity change, negative = inhibition, most hits filed as inhibitors; AID 1868; actives 0.007% (n = 270,000); P51570; Purified GALK, Kinase-Glo residual ATP luminescence; also: potency is read from the fitted curve at half-maximal effect; % is scaled to controls: 0 for no effect and ±100 for the full control effect
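Galactose (100 uM) and ATP (35 uM) were turned over by 5 nM GALK for 1 h at RT. Kinase-Glo Plus then converted the remaining ATP into a luminescent signal.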
S-ASM inh – inhibitors of human secretory acid sphingomyelinase; placental ASM, HMU-PC fluorogenic substrate, 60 min; Potency, µM (highest dose often 57.5 µM), for the others: at the highest dose activity change, negative = inhibition, most hits filed as inhibitors; actives 0.006% (n = 340,000); also: potency is read from the fitted curve at half-maximal effect
Target sequence (P17405 47-631 limits assumed): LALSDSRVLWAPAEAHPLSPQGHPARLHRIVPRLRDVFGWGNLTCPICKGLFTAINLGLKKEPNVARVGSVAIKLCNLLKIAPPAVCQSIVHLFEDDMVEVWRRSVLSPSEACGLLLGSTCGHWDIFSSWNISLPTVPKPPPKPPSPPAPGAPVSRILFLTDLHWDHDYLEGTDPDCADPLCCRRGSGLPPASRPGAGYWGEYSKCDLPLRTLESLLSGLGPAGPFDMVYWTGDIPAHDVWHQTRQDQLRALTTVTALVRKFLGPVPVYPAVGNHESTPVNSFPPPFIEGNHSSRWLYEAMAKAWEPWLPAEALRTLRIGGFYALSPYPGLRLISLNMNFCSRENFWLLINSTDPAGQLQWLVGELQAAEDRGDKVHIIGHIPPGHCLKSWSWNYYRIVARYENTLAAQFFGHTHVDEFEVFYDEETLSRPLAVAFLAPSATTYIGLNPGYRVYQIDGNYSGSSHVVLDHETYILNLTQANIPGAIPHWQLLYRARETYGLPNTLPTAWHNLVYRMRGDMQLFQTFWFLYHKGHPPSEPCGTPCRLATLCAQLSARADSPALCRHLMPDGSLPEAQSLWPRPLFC
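qHTS format. ASM enzyme prepared from human placenta hydrolyses the fluorogenic substrate HMU-PC0 (9 uM final) over 60 min at 37 °C after a 10 min compound preincubation.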
PKM2 act – increases activity of human pyruvate kinase M2 | purified PKM2, Kinase-Glo ATP luminescence, activation; response scale: 0% is enzyme alone, no compound | P14618 | Potency, µM (titrated, usually from 57.5 µM), for the others: top-dose activation, most hits filed as activators | actives 0.34% (n = 260,000); also: potency is read from the fitted curve at half-maximal effect; % is scaled to controls: 0 for no effect and ±100 for the full control effect; nearly all actives have a fitted effect of over 55% in size
Target sequence (P14618 whole entry, looked up): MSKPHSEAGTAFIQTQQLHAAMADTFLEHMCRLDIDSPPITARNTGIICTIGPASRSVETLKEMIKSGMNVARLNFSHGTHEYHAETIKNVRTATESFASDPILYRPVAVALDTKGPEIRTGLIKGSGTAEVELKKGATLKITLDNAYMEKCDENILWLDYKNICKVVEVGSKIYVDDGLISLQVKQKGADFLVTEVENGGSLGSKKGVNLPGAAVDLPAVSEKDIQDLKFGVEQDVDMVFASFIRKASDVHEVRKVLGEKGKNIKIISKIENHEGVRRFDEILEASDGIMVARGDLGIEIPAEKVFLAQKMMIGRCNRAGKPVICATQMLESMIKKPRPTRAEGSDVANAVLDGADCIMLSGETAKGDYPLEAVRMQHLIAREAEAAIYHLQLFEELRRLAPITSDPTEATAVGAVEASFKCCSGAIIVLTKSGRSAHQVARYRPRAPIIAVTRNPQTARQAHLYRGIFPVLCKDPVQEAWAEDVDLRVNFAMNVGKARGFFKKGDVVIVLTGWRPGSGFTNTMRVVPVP
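hPK-M2, >95% pure; 0.1 mM ADP / 0.5 mM PEP final; imidazole pH7.2 buffer w/ 7 mM MgCl2, 50 mM KCl; 1 h RT; Kinase-Glo lum. Intermediate enzyme activity for dual inhibitor/activator qHTS.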
KCNH2 WT inh – inhibitors of human wildtype KCNH2 potassium channel; U2OS, BacMam KCNH2, thallium flux FluxOr; hits give low values; Q12809; actives 0.37% (n = 340,000); activity change, % at 1.84 µM;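 active = maximum activity change below -70%; inconclusive = maximum activity change between -70% and -50%; inactive = maximum activity change above -50%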; also: % is scaled to controls: 0 for no effect and ±100 for the full control effect
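U2OS cells transduced with wild-type KCNH2 virus are loaded with FluxOr dye for 45 min, and thallium flux is measured in kinetic reads before and after stimulation buffer. Rate constants are normalized to DMSO controls.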
MBNL1-CUG inh – MBNL1-poly(CUG) RNA binding inhibition. AID 2675. actives 0.036% (n = 280,000). TR-FRET MBNL1-His/biotin-(CUG)12 binding, 665/545 ratio. Potency, µM (titrated, usually from 57.5 µM), inactives show at the top dose activity change, negative = inhibition, usual class: inhibitors. Q9NR56; active = well fitted inhibition curve with a large enough effect in the signal ratio, with a control signal flat, not every such curve was filed as active; inconclusive = small, poorly fitted or top-dose-only effect, or effect the other way, or a change in a side signal; inactive = no such curve, though single readings can be large or run the other way; the % refers to the signal ratio; also: potency is read from the fitted curve at half-maximal effect; % is scaled to controls: 0 for no effect and ±100 for the full control effect
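Compounds (final 92 nM to 58 uM) are added to His-tagged MBNL1 and biotin-(CUG)12, then terbium anti-His antibody and streptavidin-XL665 (5 nM final). After 60 min at room temperature, the 665/545 nm ratio is read.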
Mito fusion act – inhibitors of mitochondrial division or activators of mitochondrial fusion; S. cerevisiae fusion-defective mutant growth rescue, CellTiterGlo 48 h; Potency, µM (highest dose often 46.1 µM), for inactives: at the top dose growth rescue (activation), most hits filed as activators; actives 0.23% (n = 320,000);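 also: potency is read from the fitted curve at half-maximal effect; % of control where 0% means no effect; nearly all actives have a fitted effect of over 45% in size; temperature-sensitive fusion mutants such as fzo1-1 at 37 °C on non-fermentable ethanol glycerol medium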
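Growth-rescue viability read-out: after 48 h at the non-permissive 37C in glycerol/ethanol YPEG, yeast mitochondrial fusion mutants are measured by CellTiterGlo luminescence; compounds (23 nl pinned per well) restoring growth score as division inhibitors or fusion activators.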
Menin MLL FP TR – inhibitors of human menin-MLL interaction, mutant MLL peptide; Potency, µM (top dose mostly 61.6 µM), for the others: at the top dose FP activity change, negative = inhibition, actives largely listed as inhibitors; Menin + Texas Red MLL mutant peptide, fluorescence polarization; O00255; actives 0.23% (n = 270,000); active = well fitted inhibition curve with a large enough effect in the polarisation, with a control signal flat, not every such curve was filed as active; inconclusive = small, poorly fitted or top-dose-only effect, or effect the other way, or a change in a side signal; inactive = no such curve, though single readings can be large or run the other way; the % refers to the polarisation; also: potency is read from the fitted curve at half-maximal effect; % of control where 0% means no effect; many of its hits are not listed in these tables
* = called active by the depositor; i = inactive; ? = inconclusive; nt = not tested or not shown; [ ] = dose if it differs, or a comment. Unless noted, calls follow the shape of the dose curve; as a rule, active = well fitted curve in the direction sought with a large enough effect; inconclusive = small, poorly fitted or top-dose-only effect, or another doubt; inactive = no such curve, though single readings can be large; an effect the other way counts as inactive or inconclusive. A portion of the library; rates above refer to the full screens.

mol	TSHR antag	Eya2 inh	Mito fusion act	S-ASM inh	Chronic BCR inh	PKM2 act	GALK inhibitor	KCNH2 WT inh	USP2a inh	MBNL1-CUG inh	Menin MLL FP TR
CCC(C)Sc1nnc(Cc2cc(=O)[nH]c(=O)[nH]2)n1-c1ccc(OC)cc1 (stereo not drawn)	-12	-4%	5%	10%	1%	12%	-1%	-16	2%	-3%	3%[11.7 µM]
O=C(Oc1cncc(Cl)c1)c1ccco1	4	1%	0%	5%	0%	4%	1%	-9	2%	?	-1%
COc1cccc(NC(=O)CN(C)C(=O)c2ccc3ccccc3c2)c1	1	-12%	1%	-1%	-19%	1%	0%	-6	3%	-8%	7%
Cc1cc(C)n2nc(SCC(=O)Nc3ccc(O)cc3)nc2n1	-10	-2%	-1%	1%	-6%	nt	0%	-21	1%	6%	nt
CC(C)(C)c1ccc(C(=O)Cn2cnnc2C#N)cc1	-22	?	6%	-2%[11.5 µM]	?	nt	-1%	-4	-7%	3%	?
Cc1ccccc1Cn1ccc(NC(=O)c2onc(C)c2Cl)n1	-10	-9%	0%	2%	?	8%	-3%	0	1%	-9%	0%
O=C(/C=C/c1ccccc1[N+](=O)[O-])OCC(=O)c1ccccc1	25	-22%	-6%	-2%	?	-9%	1%	-2	-6%	?	-9%
CC(C)Sc1sc(C(=O)O)c(-c2ccc(Cl)cc2)c1C#N	-22	3%	2%	11%	2%	10%	-4%	2	3%	nt	nt
O=C(CSc1nnnn1Cc1ccccc1)NCCc1ccccc1	4	19%	10%	19%	?	-6%	-1%	5	1%	-6%	?
COc1ccc([N+](=O)[O-])cc1NC(=O)/C=C/C(=O)O	5	1%	-9%	1%	?	0%	nt	0	2%	-1%[11.5 µM]	2%
O=C(CNC(=O)c1nc[nH]c1C(=O)NCC(=O)OCc1ccccc1)OCc1ccccc1	26	16%	3%	2%	14%	1%	nt	3	1%	-3%	?
Cc1cc2c3ccccc3ncn2n1	4	2%	-7%	3%	6%	-1%	7%	-27	3%	-13%	-9%
CCOc1ccc(N(CC(=O)N2CCN(Cc3ccccc3)CC2)S(C)(=O)=O)cc1	-5	-12%	1%	3%	-1%	1%	-1%	-16	-5%	-12%	-10%
CCOc1ccc(N(CC)C(=O)Cc2c(C(=O)O)n(C)c3ccccc23)cc1	-12	-2%	5%	-1%	?	nt	-1%	9	0%	1%	1%
CCN(C(=O)COc1ccc(F)cc1Br)c1c(N)n(Cc2ccccc2)c(=O)[nH]c1=O	-10	12%	0%	1%	0%	nt	nt	0	1%	nt	nt
CC/C(CC(C)(C)c1ccccc1)=N\O	-11	-32%	2%	3%	5%	2%	1%	-1	0%	0%	3%
Cc1cccn2c(=O)c3cc(C(=O)NCc4cccnc4)c(=N)n(CC4CCCO4)c3nc12 (stereo not drawn)	nt	-15%	2%	nt	6%	nt	1%	8	2%	?	nt
CCN(CC)S(=O)(=O)c1ccc(N2CCOCC2)c(NC(=O)c2cccc(C#N)c2)c1	11	-27%	1%	-1%	?	-15%	14%	13	2%	2%	-12%
CC(C)CC(=O)Nc1ccc(-c2nc3ccccc3c(=O)o2)cc1	26	-6%	-1%	200%[activator]	-1%	-23%	-2%	-28	2%	-13%	15%
CCCN(CCC)CC(C)(C)NS(=O)(=O)c1ccc(Cl)cc1	6	-10%	-5%	-2%	7%	0%	4%	0	-2%	-4%	nt
COc1cccc(C(Nc2ccccn2)c2c(NC(=O)c3ccco3)sc(C)c2C)c1 (stereo not drawn)	19	-7%	?	3%	1%	5%	0%	-13	-5%	-6%	-7%
CCOC(=O)c1ccccc1NC(=O)CSc1nnnn1C	28	3%	7%	2%	?	-15%	1%	1	-5%	-8%	-2%
CCOc1cccc(CN2CCCC(C(=O)Nc3cccc(-n4cccn4)c3)C2)c1 (stereo not drawn)	-4	-5%	-7%	2%	?	-3%	1%	5	-2%	-3%	nt
CCc1cc[n+](/C(C(=S)Nc2cccc(C)c2)=C(/[O-])c2ccc(C)c([N+](=O)[O-])c2)cc1	2	-20%	-3%	-3%	1%	-3%	1%	i	7%	6%	2%
O=C(NC1CC1)C1=C[C@@H](C2CC2)C[C@@H](OCc2ccc(CO)cc2)O1	-7	-3%	-4%	9%	-3%	0%	-3%	-5	-2%	-4%	nt
CC(=O)c1n[nH]nc1Nc1nc(C)cc(C)n1	24	6%	-1%	2%	-10%	5%	-1%	-12	-1%	?	-10%
Cc1cc(NS(=O)(=O)c2ccc(N3C(=O)C4C5C=CC(C5)C4C3=O)cc2)nc(C)n1 (stereo not drawn)	8	1%	3%	4%	4%	-13%	1%	-3	-1%	-2%	-5%
COc1ccc(OCCSc2ncccn2)cc1	-10	-11%	6%	5%	?	-3%	1%	9	1%	-9%	-5%
O=C(CCC1CCCCC1)Nc1cc(Cl)ccc1N1CCOCC1	-2	2%	?	-1%	7%	nt	nt	-1	1%	nt	nt
COc1cccc(-c2cc(C(=O)NCCCn3ccnc3)c3ccccc3n2)c1	-6	0%	-6%	0%	-3%	1%	0%	-5	2%	15%	1%
Cc1ccc(S(=O)(=O)NCC(=O)OCc2nnc(-c3ccccc3)o2)cc1C	-6	11%	0%	-2%	-20%	-1%	-1%	-14	7%	-1%	-9%
CCCCOC(=O)N1CCOCCOCCOCC1	-2	4%	-2%	4%	-4%	4%	-1%	3	0%	nt	nt
COc1ccc(-c2cc(CCCC(=O)NCCc3ccccc3)no2)cc1	25	-11%	1%	-1%	19%	-1%	-2%	4	-4%	-7%	nt
Nc1nc(-c2ccc3ccccc3c2)c(C2(O)C(=O)Nc3c(Br)cc(F)cc32)s1 (stereo not drawn)	2	0%	3%	-1%	-19%	-1%	-3%	7	1%	22%	nt
COc1ccc(N2CC(C(=O)Nc3nnc(SCC(=O)N4CCOCC4)s3)CC2=O)cc1 (stereo not drawn)	-1	2%	-1%	3%	-7%	nt	-2%	6	2%	-1%	nt
Cc1ccc(C)c(N2CCN(C(=S)Nc3ccc4nc(N5CCN(C)CC5)cc(C)c4c3)CC2)c1	10	9%	2%	8%	?	1%	1%	-115*	10%	15%	-20%
O=C(O)/C=C/C(=O)Nc1ccc(Cc2ccc(NC(=O)/C=C/C(=O)O)cc2)cc1	-7	-2%	-5%	1%	1%	3%	0%	0	2%	-5%	nt
Cc1nc(N)c(C#N)c(-c2cccnc2)c1-c1ccccc1	-2	-11%	-4%	72%	-2%	nt	nt	2	1%	-1%	18%
Nc1nn(S(=O)(=O)c2ccccc2)cc1-c1cccc([N+](=O)[O-])c1	18	-6%	1%	-6%	-20%	-3%	-1%	1	0%	?	-14%
Cc1ccc(S(=O)(=O)CCc2nc3ccccc3s2)cc1C	-8	20%	3%	5%	?	-3%	-2%	15	0%	-5%	-5%
CCC(=O)N1CCc2cc(Br)cc(S(=O)(=O)NCCCN(C)Cc3ccccc3)c21	-10	5%	0%	-3%	-2%	-1%	-3%	4	2%	-9%	-15%
N#CCCN(C(=O)COC(=O)c1ccc2ccccc2n1)c1ccccc1	-7	12%	-1%	0%	-1%	nt	nt	2	0%	nt	nt
CCOC(=O)Cc1csc(NC(=O)CSc2nnnn2-c2ccc(F)cc2)n1	-10	0%	0%	3%	?	17%	1%	7	1%	-1%	-10%
Cc1c(C)n(C)c2ccc([N+](=O)[O-])cc12	14	0%	-4%	-6%	?	-3%	-2%	0	0%	12%	18%
Brc1cc2c(cc1CN1CCc3ccccc3C1)OCO2	-3	-2%	-5%	1%	6%	nt	-1%	0	1%	-1%	?
